High-throughput results (PubChem BioAssay)
PAFAH2 FP inh: PAFAH2 (human) inhibition; Q99487; recombinant PAFAH2, FP-rhodamine activity probe, fluorescence polarization; inhibition, % at 3.39 µM; 0.99% of 340,000 active; AID 492956;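 active means inhibition above the mean over all tested compounds plus 3 SD, cut at about 30% in these data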;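 further: inhibitors block probe labeling of enzyme so polarization drops; 0% = enzyme with DMSO and 100% = wells lacking PAFAH2 protein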
GSTO1 inh: blocks human GSTO1 in RBBP9 counter-screen; inhibition, % at 5.96 µM; P78417; 1.1% of 300,000 active; recombinant GSTO1, activity-based probe fluorescence polarization;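 active means inhibition above the campaign mean inhibition plus 3 SD, cut at about 35% in these data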;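 further: 0% = GSTO1-1 with DMSO and 100% = wells lacking GSTO1-1 enzyme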
Target sequence (P78417 whole entry, looked up): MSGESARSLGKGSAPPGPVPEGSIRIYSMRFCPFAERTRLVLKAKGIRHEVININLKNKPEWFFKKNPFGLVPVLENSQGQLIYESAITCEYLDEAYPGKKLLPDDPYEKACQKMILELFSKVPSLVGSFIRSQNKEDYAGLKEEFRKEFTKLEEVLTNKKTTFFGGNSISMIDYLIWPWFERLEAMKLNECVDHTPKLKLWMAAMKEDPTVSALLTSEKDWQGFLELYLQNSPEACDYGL
PAFAH1B3 inh: PAFAH1B3 (human) inhibition | 0.28% of 340,000 active | recombinant PAFAH1B3, FP-rhodamine probe, fluorescence polarization | inhibition, % at 3.39 µM;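 active means inhibition above the screen-wide average of all tested compounds plus 3 SD, cut at about 25% in these data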;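 further: 0% = enzyme with DMSO only and 100% = wells lacking PAFAH1B3 protein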
Target sequence (Q15102 whole entry, looked up): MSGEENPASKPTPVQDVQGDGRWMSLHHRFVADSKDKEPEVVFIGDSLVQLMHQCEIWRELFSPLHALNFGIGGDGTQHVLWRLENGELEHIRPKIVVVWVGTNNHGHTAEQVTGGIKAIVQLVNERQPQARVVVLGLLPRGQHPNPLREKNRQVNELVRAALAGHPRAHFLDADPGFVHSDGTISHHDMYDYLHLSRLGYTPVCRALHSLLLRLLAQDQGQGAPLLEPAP
LYPLA2 inh: blocks human lysophospholipase 2, a PME1 counter-screen | inhibition, % at 5.9 µM | 0.38% of 320,000 active | recombinant LYPLA2, FP-Rh probe fluorescence polarization | O95372 | AID 2177;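 active means inhibition above the screen-wide mean plus 3 SD, limit set per campaign, cut at about 26% in these data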;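 further: 0% = LYPLA2 with DMSO and 100% = wells lacking LYPLA2 enzyme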
Target sequence (O95372 whole entry, looked up): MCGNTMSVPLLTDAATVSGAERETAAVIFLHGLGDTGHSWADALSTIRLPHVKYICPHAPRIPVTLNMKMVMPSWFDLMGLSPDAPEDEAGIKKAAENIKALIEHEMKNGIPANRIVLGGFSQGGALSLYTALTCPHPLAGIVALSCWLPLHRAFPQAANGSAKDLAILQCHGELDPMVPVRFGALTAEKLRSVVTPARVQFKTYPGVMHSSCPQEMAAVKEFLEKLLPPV
PAD4 FP inh: inhibitors of human PAD4; Q9UM07; recombinant PAD4, RCA probe fluorescence polarization; inhibition, % at 6.36 µM; 0.41% of 330,000 active;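 active means percent inhibition above a cutoff equal to the mean of all tested compounds plus 3 SD, cut at about 15% in these data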;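 further: 0% = PAD4 with RCA probe and DMSO and 100% = probe without PAD4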
PREPL inh: human PREPL enzyme inhibition. Q4J6C6. recombinant PREPL, fluorescence polarization activity-based probe. inhibition, % at 5.96 µM. 0.68% of 320,000 active. AID 2751; in the data active means inhibition above about 43%;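 further: 0% = enzyme with DMSO and 100% = wells lacking enzyme; many of its hits are not listed in these tables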
EBNA-1 inhibitor: blocks EBNA-1 binding to DNA; EBNA-1 DNA binding, fluorescence polarization; inhibition, % at 14.8 µM; 0.34% of 300,000 active; AID 1950; in the data active means inhibition above about 28%
LYPLA1 counter: blocks human lysophospholipase 1, a PME1 counter-screen; recombinant LYPLA1, FP-Rh probe fluorescence polarization; AID 2174; O75608; 0.16% of 320,000 active; inhibition, % at 5.9 µM;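 active means inhibition above the mean of all tested compounds plus 3 SD, set per campaign, cut at about 14% in these data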;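 further: inhibitors block serine hydrolase probe labeling of LYPLA1 so polarization falls; 0% = enzyme with DMSO and 100% = wells lacking LYPLA1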
Target sequence (O75608 whole entry, looked up): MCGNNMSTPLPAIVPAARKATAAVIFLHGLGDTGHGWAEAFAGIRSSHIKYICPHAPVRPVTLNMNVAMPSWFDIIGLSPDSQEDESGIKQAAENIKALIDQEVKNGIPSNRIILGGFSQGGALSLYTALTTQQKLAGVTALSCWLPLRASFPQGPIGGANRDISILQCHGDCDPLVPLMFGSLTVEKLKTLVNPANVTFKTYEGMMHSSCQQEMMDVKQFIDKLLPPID
ZTA DNA inh: counter-screen for EBNA-1 inhibitors: inhibitors of Epstein-Barr virus ZTA | inhibition, % at 11 µM | 0.15% of 320,000 active | AID 2234 | P03206 | ZTA-DNA binding, fluorescence polarization; in the data active means inhibition above about 33%
* hit, by the source's call; . = no result given. Only part of the results is shown; count on the stated rates, not on these rows.

canonical_smiles	PAFAH2 FP inh	GSTO1 inh	PAFAH1B3 inh	LYPLA2 inh	PAD4 FP inh	PREPL inh	EBNA-1 inhibitor	LYPLA1 counter	ZTA DNA inh
CCC(Oc1ccc2ccccc2c1)C(=O)O (stereo not drawn)	0	-1	-6	-2	-4	15	0	-2	0
O=S(=O)(c1cnc[nH]1)N1CCc2ccccc21	-63	10	-24	-3	2	-6	2	-1	7
COc1cccc(NC(=S)NC(=O)/C=C/c2ccc(F)cc2)c1	-5	-5	2	-1	3	-7	11	-3	-3
COc1ccc(NC(=O)CN(C)S(=O)(=O)c2ccc(Cl)cc2)cn1	2	.	8	1	3	14	.	0	-2
CN1C[C@@H]2C(c3ccc(C(F)(F)F)cc3)C3(c4ccc(C#N)cc4)CC2(C3)[C@H]1c1ccccc1 (stereo partly drawn)	11	1	1	1	-1	-18	-6	-1	-1
COc1cccc(-c2cccc(NC(=O)C3CCN(Cc4ccc(CO)o4)CC3)c2)c1	7	1	3	5	1	0	-2	2	-1
O=C(CCNC(=O)c1ccc([N+](=O)[O-])cc1)Nc1ccc(F)c(F)c1F	-8	1	7	4	1	-15	-4	0	5
O=C(Cn1nc(C(=O)O)c2ccccc2c1=O)Nc1cc(C(F)(F)F)ccc1-n1cncn1	0	.	-3	1	-4	-5	.	0	-7
Nc1nnc(-c2ccc(Cl)cc2Cl)s1	1	-4	7	-13	0	-2	-10	-3	-1
CC(NC(=O)CCOc1ccccc1)c1ccccc1 (stereo not drawn)	-3	7	3	-6	0	-9	-15	0	-7
CC(C)CC1NC(=O)N(CC(=O)N(C)C2CCCCC2)C1=O (stereo not drawn)	-3	.	8	.	4	4	.	.	.
COc1ccccc1CNC(=O)COC(=O)c1cccnc1SCC(=O)NCc1ccccc1OC	12	-3	-2	-24	-6	-2	-7	-10	2
Cc1ccc(NC(=O)c2cc3cc(OC(F)(F)F)ccc3[nH]2)cc1	.	0	.	-4	4	0	3	-7	-2
O=c1[nH]c(Cc2cccs2)nc2scc(-c3ccc(Cl)cc3)c12	-2	15	-3	4	-4	55*	-1	0	-8
CC(C)c1cc(=O)n2c(nc3ccccc32)[nH]1	8	8	8	-4	-3	-3	4	1	8
O=C(CCn1nc(-c2ccc(Cl)cc2)ccc1=O)NCc1ccccn1	-5	3	7	-18	2	10	-11	-4	6
COc1ccc([N+](=O)[O-])cc1NC(=O)CCNC(=O)Cn1ccc2ccccc2c1=O	4	-1	-7	-2	8	3	5	0	-2
COc1ccccc1NC(=O)COC(=O)COc1cccc2c1OC(C)(C)C2	-2	-3	11	2	0	9	8	0	-5
O=C(NC1=NCCS1)c1ccc(N2CCCC2=O)cc1	-6	-2	4	6	5	-4	-1	2	-3
COc1cc(Cl)c(C)cc1NC(=O)c1ccc2c(c1)OCO2	-3	7	8	-10	-1	-7	0	-7	-2
COc1ccc(N=Nc2c(N)n[nH]c2N)cc1	-10	11	5	4	-4	24	9	3	-10
CCCOC(=O)Nc1ccc(N2CCCCC2)cc1	0	1	17	6	-7	13	-11	-2	0
CC(C)C(C)(C#N)NC(=O)CSc1nc2scc(-c3ccco3)c2c(=O)n1-c1ccccc1 (stereo not drawn)	1	0	3	2	-7	10	4	-3	6
N#CCCN(Cc1cccnc1)C(=O)c1ccc(S(=O)(=O)N2CCOCC2)cc1	3	3	-1	2	-7	-1	1	2	-9
CCOC(=O)c1ccc(S(=O)(=O)NCC(C)(C)N2CCOCC2)cc1	1	-4	5	4	-6	15	-17	3	1
O=C(COc1ccc(Cl)cc1)NCCc1ccccn1	2	3	1	-1	0	12	0	4	-18
O=C(OCc1ccc([N+](=O)[O-])cc1)c1cc(S(=O)(=O)N2CCCCC2)ccc1N1CCOCC1	3	-10	8	27*	2	8	-1	2	3
CCCn1nc(C(=O)N2CCN(S(=O)(=O)c3ccc(C)c(C)c3)CC2)c2ccccc2c1=O	1	.	-6	23	3	7	.	3	-12
O=C(NCCCCc1ccccc1)c1cccc(Br)c1	4	1	0	7	-2	0	-4	4	1
CCOC(=O)N1CCN(C(=O)CN(c2cc(C(F)(F)F)ccc2Cl)S(C)(=O)=O)CC1	3	0	6	4	3	11	8	-1	16
COc1ccc(S(=O)(=O)Nc2ccc3c(c2)C(=O)N([C@H](C)CO)C[C@H](C)[C@@H](CN(C)S(C)(=O)=O)O3)cc1	4	.	-1	.	-1	-3	.	.	.
CC(C)N1C(=O)CCC1C(=O)N1CCN(c2ccc(F)cc2)CC1 (stereo not drawn)	1	0	6	3	-1	8	1	-1	0
CC(=O)NNC(=S)NC(=O)c1ccccc1	0	15	10	2	3	1	-4	-2	-17
O=C(CCS(=O)(=O)c1cccc2nonc12)Nc1ccc(Br)cc1	2	8	3	4	-3	0	3	2	-15
O=C(Nc1ccc(F)cc1F)N1CCCN(c2ccc(C(F)(F)F)cn2)CC1	-4	3	2	2	1	7	4	2	-8
C#CCN(C)Cc1ccccc1	-2	3	7	2	-4	-3	3	1	13
CCOC(=O)C1=C(C)N(c2ccc(Cl)cc2)C(=O)NC1c1cccc([N+](=O)[O-])c1 (stereo not drawn)	8	2	-2	-1	0	-4	1	-3	0
Cc1oc(C)c2c(=O)ccc3c(c12)OC(N)=C(C#N)C3c1ccccc1 (stereo not drawn)	9	-3	8	-13	-4	26	-8	-3	-6
c1ccc(-n2ncc3c(NCc4ccccn4)ncnc32)cc1	0	4	3	7	0	5	-2	0	-8
O=c1[nH]c2ccc(S(=O)(=O)N3CCN(c4ccccc4F)CC3)cc2s1	5	-25	6	-5	-6	-25	11	-3	-6
CCNCc1cc(Br)c(OCC(=O)Nc2ccccc2)c(OC)c1	0	-5	4	12	-2	-16	3	1	-9
CCCC(=O)Nc1ccccc1NC(=O)CN(C)S(=O)(=O)c1ccccc1	1	-15	6	0	-16	14	-22	0	6
Cc1ccc(-c2csc3nc(C)n(-n4cccc4)c(=O)c23)o1	0	8	-3	4	4	1	-2	5	0
CC(=O)N1CCN(CC(=O)Nc2ccc(SC(F)F)cc2)CC1	-4	0	0	-5	4	-14	2	-8	-2
CCCCn1c(C)nc2cc(S(=O)(=O)N3CCOCC3)ccc21	4	.	4	9	5	2	.	4	-9
CCCOc1ccc(N2C(=O)CC(N3CCOCC3)C2=O)cc1 (stereo not drawn)	3	0	-3	-5	4	-7	0	-1	-8
C=CCN(C(=O)CCc1ccccc1OC)c1nc(-c2ccc(S(C)(=O)=O)cc2)cs1	-7	1	-4	-10	-5	-8	-15	-3	-1
CC(=O)C1=C(O)C(=O)N(c2ccc(Br)cc2)C1c1ccc([N+](=O)[O-])cc1 (stereo not drawn)	9	6	6	4	-2	12	-6	0	-10
O=C(Cc1ccccc1)Nc1ccc(C(=O)NCc2ccccc2)cc1	-3	8	7	0	-1	-3	6	1	-5
COC(=O)CC1C(=O)NC2CCCCC2N1C(=O)c1ccccc1 (stereo not drawn)	9	0	7	1	-1	1	-4	-2	-11
Cc1cccc(NC(=O)Nc2c(C)n(C)n(-c3ccccc3)c2=O)c1	-5	-10	6	1	-1	14	-15	2	2
Cc1cc(C)c(NC(=S)N(CCCN2CCOCC2)Cc2cccnc2)c(C)c1	4	10	4	2	-2	10	-4	-1	-4
CCn1c(=O)cc(SCC(=O)NCc2ccc(C)o2)c2ccccc21	6	1	7	4	-6	-5	-1	1	2
COc1cccc2c(=O)c(C(=O)NCc3cccs3)c[nH]c12	-4	-6	-4	1	-4	15	-5	1	8
CSc1nc(C)cc(-c2cc(C(=O)Nc3ccccc3)on2)n1	.	3	.	0	-1	-6	5	-2	7
O=C(O)C(Cc1c[nH]c2ccccc12)NS(=O)(=O)c1ccc(Br)cc1 (stereo not drawn)	0	3	0	2	7	5	-5	3	-17
CC(C)C1N(C(=O)N2CCOCC2)CCN1S(=O)(=O)c1ccccc1 (stereo not drawn)	6	-3	12	2	-6	-2	13	1	5
CCOc1ncccc1C(=O)OCC(=O)c1ccc(F)cc1	20	8	-1	4	2	9	10	0	-19
CCOC(=O)N/C(N)=N/c1nc2ccccc2s1	4	2	8	2	-5	7	5	1	-15
CC(=O)Nc1ccc(-c2ccccc2)s1	-2	-6	0	-7	4	9	2	-2	9
C=CCNC(=O)c1ccc(CN(c2ccc(OCC)cc2)S(=O)(=O)c2ccc(C)cc2)cc1	-4	0	5	-6	7	-9	-14	-8	-7
COc1ccc(NC(=O)c2ccc(NC(=O)CN(C)CC(=O)Nc3c(C)cccc3C)cc2)cc1	-3	-12	-2	3	-5	2	4	2	3
O=C(c1ccc2c(c1)OCCO2)C1CCN(S(=O)(=O)c2cccc(F)c2)CC1	-4	3	9	-4	2	9	5	-1	-7

Three records picked at random from the list so far:
canonical_smiles	PAFAH2 FP inh	GSTO1 inh	PAFAH1B3 inh	LYPLA2 inh	PAD4 FP inh	PREPL inh	EBNA-1 inhibitor	LYPLA1 counter	ZTA DNA inh
Cc1cccc(NC(=O)Nc2c(C)n(C)n(-c3ccccc3)c2=O)c1	-5	-10	6	1	-1	14	-15	2	2
CCOC(=O)N/C(N)=N/c1nc2ccccc2s1	4	2	8	2	-5	7	5	1	-15
C=CCNC(=O)c1ccc(CN(c2ccc(OCC)cc2)S(=O)(=O)c2ccc(C)cc2)cc1	-4	0	5	-6	7	-9	-14	-8	-7

Part of the list above in a different format.
Every second line gives: PAFAH2 FP inh, GSTO1 inh, PAFAH1B3 inh, LYPLA2 inh, PAD4 FP inh, PREPL inh, EBNA-1 inhibitor, LYPLA1 counter, ZTA DNA inh
- COC(=O)CC1C(=O)NC2CCCCC2N1C(=O)c1ccccc1 (stereo not drawn)
  9, 0, 7, 1, -1, 1, -4, -2, -11
- Cc1cccc(NC(=O)Nc2c(C)n(C)n(-c3ccccc3)c2=O)c1
  -5, -10, 6, 1, -1, 14, -15, 2, 2
- Cc1cc(C)c(NC(=S)N(CCCN2CCOCC2)Cc2cccnc2)c(C)c1
  4, 10, 4, 2, -2, 10, -4, -1, -4
- CCn1c(=O)cc(SCC(=O)NCc2ccc(C)o2)c2ccccc21
  6, 1, 7, 4, -6, -5, -1, 1, 2
- COc1cccc2c(=O)c(C(=O)NCc3cccs3)c[nH]c12
  -4, -6, -4, 1, -4, 15, -5, 1, 8
- CSc1nc(C)cc(-c2cc(C(=O)Nc3ccccc3)on2)n1
  ., 3, ., 0, -1, -6, 5, -2, 7
- O=C(O)C(Cc1c[nH]c2ccccc12)NS(=O)(=O)c1ccc(Br)cc1 (stereo not drawn)
  0, 3, 0, 2, 7, 5, -5, 3, -17
- CC(C)C1N(C(=O)N2CCOCC2)CCN1S(=O)(=O)c1ccccc1 (stereo not drawn)
  6, -3, 12, 2, -6, -2, 13, 1, 5
- CCOc1ncccc1C(=O)OCC(=O)c1ccc(F)cc1
  20, 8, -1, 4, 2, 9, 10, 0, -19
- CCOC(=O)N/C(N)=N/c1nc2ccccc2s1
  4, 2, 8, 2, -5, 7, 5, 1, -15
- CC(=O)Nc1ccc(-c2ccccc2)s1
  -2, -6, 0, -7, 4, 9, 2, -2, 9
- C=CCNC(=O)c1ccc(CN(c2ccc(OCC)cc2)S(=O)(=O)c2ccc(C)cc2)cc1
  -4, 0, 5, -6, 7, -9, -14, -8, -7
- COc1ccc(NC(=O)c2ccc(NC(=O)CN(C)CC(=O)Nc3c(C)cccc3C)cc2)cc1
  -3, -12, -2, 3, -5, 2, 4, 2, 3
